Screening data as filed in PubChem.
NCI-60 one-dose screen, 48 h, at 10 µM unless noted. Numbers give growth in % (100 = growth as untreated, 0 = no growth, -100 = all killed).
HL-60(TB): HL-60(TB) leukemia cells; 78,000 compounds, 9% hits; AID 1794776; active means growth percent below 10
* marks the source's active call; other numbers are inactive results; [ ] = remark or other dose. Only part of the results is shown; the hit share may differ from the screen's.

COc1ccc(NC(=O)Nc2sc3c(c2C#N)CCCC3)cc1
- HL-60(TB): 75

S=C(Cc1ccccc1)Nc1ccccc1
- HL-60(TB): 109

CC1CC(C)C(C)C(CO)C1 (stereo not drawn)
- HL-60(TB): 105

CCOC(=O)c1c(N2CCN(C)CC2)[nH]c(=O)c(C=Nc2cc(Cl)cc(Cl)c2)c1O
- HL-60(TB): 93

CC1CN1c1cc(O)c(N2CC2C)cc1O (stereo not drawn)
- HL-60(TB): 100

CCCC1OC(C)C(C)O1 (stereo not drawn)
- HL-60(TB): 102

COc1ccc(C(=O)c2cc(C)c(OC)c(C)c2)cc1OC(=O)CCl
- HL-60(TB): -44*

C=C1CC[C@@H]2[C@]3(C)COC(c4ccccc4)O[C@@H]3CC[C@@]2(C)[C@@H]1C/C=C1/C(=O)OC[C@H]1O (stereo partly drawn)
- HL-60(TB): 49

CN(C)CCOc1ccccc1Cc1cccc(Cl)c1
- HL-60(TB): 95

C#C[C@]1(O)CC[C@H]2[C@@H]3CC=C4c5sc(Nc6cc(Cl)ccc6OC)nc5CC[C@]4(C)[C@H]3CC[C@@]21C
- HL-60(TB): 5.5*

Nc1ccc2c(c1)Cc1cc(N)ccc1-2
- HL-60(TB): 100

COc1cc(NC(C)CCCNC(=O)CCC(=O)NCCCNCCCCCCCCCCNCCCNC(=O)CCC(=O)NCCCC(C)Nc2cc(OC)cc3cccnc23)c2ncccc2c1 (stereo not drawn)
- HL-60(TB): 58[8 µM]

COc1ccc2nc3sc(C(=O)Nc4ccc(C(=O)/C=C/c5cc(OC)c(OC)c(OC)c5)cc4)cc3cc2c1
- HL-60(TB): 88

N#CC(c1ccccc1)(c1ccccc1)c1ccccc1
- HL-60(TB): 73

COc1ccc(S(=O)(=O)c2ccc(C(N)=O)cc2)cc1NC(=O)c1[nH]c(C)c2c1CCCCC2=O
- HL-60(TB): 4.2*

O=C(COc1cccc2cccnc12)Nc1ccc(C(=O)/C=C/c2ccc(Cl)cc2)cc1
- HL-60(TB): 64

COc1cc2c(N(c3ccccc3)c3ccccc3)ncnc2c(OC)c1OC
- HL-60(TB): 97

CCC1CN1P(=O)(N(CC)CC)N1CC1CC (stereo not drawn)
- HL-60(TB): 106

C#CCNC1CCC(c2csc(C#C)n2)=C1C (stereo not drawn)
- HL-60(TB): 91

Fc1ccc(Cn2cc(CSc3nc4ccccc4o3)nn2)cc1F
- HL-60(TB): 104

NC(=O)OCC(COC(N)=O)c1ccccc1
- HL-60(TB): 97

Cc1cc(C)n(C(=O)c2sc(=S)n(-c3ccccc3)c2NN=C(C#N)C#N)n1
- HL-60(TB): 103

N=C1N=C(SCc2nc3ccccc3[nH]2)NC(=O)/C1=C/c1ccccc1
- HL-60(TB): 104

COc1cc2c(c(OC)c1OC)C(=O)CC(c1cccc(NC(=O)c3cc(NC(=O)[C@@H](N)CO)ccc3C)c1)O2 (stereo partly drawn)
- HL-60(TB): 101

O=[N+]([O-])c1ccc(Cl)c(Cl)c1
- HL-60(TB): 97

Cc1cc2nc3c4cc(O)ccc4n(CCN(C)C)c3nc2cc1C
- HL-60(TB): 7.4*

Nc1ncnc2c1C(c1ccc(F)cc1)c1sc3c(Br)cccc3c1O2 (stereo not drawn)
- HL-60(TB): 96

COc1ccc(C(=O)CSc2nccc(Nc3ccc(S(=O)(=O)Nc4ncccn4)cc3)n2)cc1
- HL-60(TB): 103

CCOC(=O)Cc1csc(NC(=O)c2ccc(-n3c(=O)[nH]c4ccccc4c3=O)cc2)n1
- HL-60(TB): 103

CC(Sc1ncnc2nc[nH]c12)c1ccccc1 (stereo not drawn)
- HL-60(TB): 88

Nc1cccc(Nc2nc(N)nc3c2CCc2occc2-3)c1
- HL-60(TB): 82

Cc1cc2oc(=O)cc(CP(=O)(O)O)c2cc1O
- HL-60(TB): 111

CC(=O)/C(=C\c1c(-c2ccccc2)[nH]c2ccccc12)S(C)(=O)=O
- HL-60(TB): -55*

Clc1ccc(CSc2ncnc(SCc3ccc(Cl)cc3Cl)c2Cl)c(Cl)c1
- HL-60(TB): 75

CCN(CC)P(=O)(N(CC)CC)N(CCCSC/C=C(\C)CC/C=C(\C)CCC=C(C)C)CCCN1CCN(C)CC1
- HL-60(TB): 83

N#Cc1c(-c2ccccc2)nc2c(c(-c3ccccc3)nn2-c2ccccc2)c1-c1ccc2c(c1)OCO2
- HL-60(TB): 94

N#Cc1c(-c2ccc(F)cc2)cc(-c2cccc(Cl)c2)[nH]c1=O
- HL-60(TB): 85

COc1ccc(NCc2cn(-c3ccccc3)nc2-c2ccc(OCc3ccccc3)cc2)cc1
- HL-60(TB): 87

CCC(=O)Nc1ccccc1Cl
- HL-60(TB): 96

O=C(NC(CSSCC(NC(=O)OCc1ccccc1)C(=O)O)C(=O)O)OCc1ccccc1 (stereo not drawn)
- HL-60(TB): 14

ClCC1COC2(CCCC2)O1 (stereo not drawn)
- HL-60(TB): 108

c1ccc(-c2nnc(-c3ccccc3)o2)cc1
- HL-60(TB): 72

N#Cc1ncc(-c2cc(C(F)(F)F)cc(C(F)(F)F)c2)c(NC2CCCCCC2)n1
- HL-60(TB): 108

N#Cc1c(NCc2cccc(Br)c2)sc2c1CCCC2
- HL-60(TB): 102

Cc1c(C)c2c(c(C)c1NC(=O)/C=C\C(=O)O)CCC(C)(CCCC(C)CCCC(C)CCCC(C)C)O2 (stereo not drawn)
- HL-60(TB): 37

An excerpt from above in order of heavy-atom count, ascending:
CCC(=O)Nc1ccccc1Cl
- HL-60(TB): 96

Cc1cc2oc(=O)cc(CP(=O)(O)O)c2cc1O
- HL-60(TB): 111

CC(=O)/C(=C\c1c(-c2ccccc2)[nH]c2ccccc12)S(C)(=O)=O
- HL-60(TB): -55*

N#Cc1c(-c2ccccc2)nc2c(c(-c3ccccc3)nn2-c2ccccc2)c1-c1ccc2c(c1)OCO2
- HL-60(TB): 94

CCN(CC)P(=O)(N(CC)CC)N(CCCSC/C=C(\C)CC/C=C(\C)CCC=C(C)C)CCCN1CCN(C)CC1
- HL-60(TB): 83

(listing goes on)
CSc1n[nH]c2nc(-c3ccccc3Cl)[nH]c(=O)c12
- HL-60(TB): 106

CCc1c(C(=O)NCc2cccc3ccccc23)[nH]c(C)c1C(C)=O
- HL-60(TB): 42

OCCNC(Cc1ccccc1)c1ccccc1Cl (stereo not drawn)
- HL-60(TB): 63

CCOC(=O)c1sc(NCC(=O)Nc2cccc(Cl)c2)c(C(=O)OCC)c1C
- HL-60(TB): 91

CC(C)CNc1ncnc2n[nH]nc12
- HL-60(TB): 80

c1n[nH]cc1-c1nc2ccc3[nH]ncc3c2c2c1CC1(CC2)COC1
- HL-60(TB): 29

CN(C)c1ccc(SC#N)cc1
- HL-60(TB): 106

NC(=S)N=Nc1c(O)cc(O)c2[nH]c(=O)ccc12
- HL-60(TB): 118

Nc1ccc(S(=O)(=O)Nc2cnc3ccccc3n2)cc1
- HL-60(TB): 102

CCCCCN=C(N)C(N)=NCCCCC
- HL-60(TB): 103

O=C1C(Nc2ccccn2)=C(I)C(=O)c2ncccc21
- HL-60(TB): -56*

c1cc(NCCCCN2CCOCC2)c2ccc3c(ccc4c(NCCN5CCOCC5)ccnc43)c2n1
- HL-60(TB): 47

CC[C@H](CC[C@@H](C)[C@H]1CC[C@H]2[C@@H]3CC=C4C/C(=N/OCCC#N)CC[C@]4(C)[C@H]3CC[C@]12C)C(C)C
- HL-60(TB): 97

O=C(COc1ccc(-c2cc3ccccc3[nH]2)cc1)Nc1ccc(S(=O)(=O)Nc2nccs2)cc1
- HL-60(TB): 96

COC1OC(CO)C(OC)C(O)C1O (stereo not drawn)
- HL-60(TB): 103

Cc1cc(C(=O)/C=C/c2ccc[nH]2)ccc1-n1ccc(C(F)(F)F)n1
- HL-60(TB): -21*

C=CCOC(=O)NC(CCC(=O)OCC)C(=O)OCC (stereo not drawn)
- HL-60(TB): 60

CCCCCCC(C)=O
- HL-60(TB): 127

O=C1CCC(C(=O)NNc2ccccc2)N1 (stereo not drawn)
- HL-60(TB): 25

CC(=O)c1csc2ccccc12
- HL-60(TB): 104

CC1(C)CC(=O)C2=C(C1)N(CCc1ccc(S(N)(=O)=O)cc1)C1=C(C(=O)CC(C)(C)C1)C2c1ccccc1
- HL-60(TB): 89

C[C@@H](Oc1ccc(C(=O)NS(=O)(=O)C(C)(C)C)cc1C(F)(F)F)c1ccc(Oc2ccccc2)cn1
- HL-60(TB): 16

COc1cc(/C=C/C(=O)c2ccc(NC(=O)CSc3nnc(-c4ccc(-c5nc6ccc(C)cc6[nH]5)cc4)o3)cc2)cc(OC)c1OC
- HL-60(TB): 95

Cc1cn(Cc2ccc3ccccc3c2)c(=S)n1Cc1ccc2ccccc2c1
- HL-60(TB): 94

Cn1c2ccccc2c2c3c(c4c5ccccc5[nH]c4c21)C(=O)N(N)C3=O
- HL-60(TB): 82

NC(=O)C(c1ccc(Cl)cc1)C(C(N)=O)c1ccc(Cl)cc1 (stereo not drawn)
- HL-60(TB): 101

CCN1CCCC1CNC1CCN(c2cc(C)nc(N3CCCC3)n2)CC1 (stereo not drawn)
- HL-60(TB): 89

COc1ccc(C(=O)OC2C(OC3C(O)COC(O[C@H]4C[C@H]5[C@@H]6CC=C7C[C@@H](O)CC[C@]7(C)[C@H]6CC[C@]5(C)[C@H]4[C@H](C)C(=O)CCC(C)C)C3OC(=O)C(C)C)OCC(O)C2O)cc1 (stereo partly drawn)
- HL-60(TB): -17*

COc1cc(C(O)C2C(=O)OCC2C2(c3ccc4c(c3)OCO4)SCCCS2)cc(OC)c1OC (stereo not drawn)
- HL-60(TB): 92

COC(=O)c1c(C)nc(C)c2c1C(=O)C=C(NCCCCO)C2=O
- HL-60(TB): 98

O=C(Nc1ccccc1)C1CN(Cc2ccc(F)cc2)CCS1 (stereo not drawn)
- HL-60(TB): 95

O=C1CSC(c2cccc(O)c2)N1c1nnc(Cn2cnnc2)o1 (stereo not drawn)
- HL-60(TB): 94

O/N=C/C=C/c1ccccc1
- HL-60(TB): 94

COc1ccc(-c2cc(-c3ccc(Cl)cc3)c(C#N)c(=O)n2CCCCCC(=O)O)cc1
- HL-60(TB): 118

Nc1ncc(S(=O)(=O)c2ccc([N+](=O)[O-])cc2)s1
- HL-60(TB): 111

CC(=O)OC(C)(C#N)C(C)(C#N)OC(C)=O (stereo not drawn)
- HL-60(TB): 108

CC(C)c1ccc(Cn2cc(CSc3nc4ccccc4s3)nn2)cc1
- HL-60(TB): 91

CCOC(=O)c1c(Cl)c(Cl)c(C(=O)OCC)c(Cl)c1Cl
- HL-60(TB): 94

O=C1NC(=O)C(=Cc2ccc(F)cc2)C(=O)N1
- HL-60(TB): 105

O=C(Nc1ccccc1)Nc1ccc2cc3ccc(NC(=O)Nc4ccccc4)cc3nc2c1
- HL-60(TB): 51

CC(C)(C)OC(=O)N1CCN(c2ccc(N)cc2)C(=O)C1
- HL-60(TB): 102

CCOC(=O)C1CCc2c(ccc3ccccc23)N1CCC#N (stereo not drawn)
- HL-60(TB): 110

Nc1nc(N)c(C=Nc2ccc(Br)cc2)c(Nc2ccc(Br)cc2)n1
- HL-60(TB): 90

CC1=C(C(=O)OCC2CCN(C(=O)OC(C)(C)C)CC2)[C@H](c2cccc(Br)c2)C2=C(CC(C)(C)CC2=O)N1
- HL-60(TB): -17*

CCCCCCCCCCCCCCCC(=O)OC1[C@@H](OC(=O)CCCCCCCCCCCCCCC)[C@@H](C(=O)N[C@@H](CCCCN)C(=O)OC)O[C@H]1n1cnc2c(=O)[nH]c(NC(=O)C(C)C)nc21 (stereo partly drawn)
- HL-60(TB): 98

CCCC1(CN2c3ccccc3Sc3ccc(Cl)cc32)CCN(CC)C1 (stereo not drawn)
- HL-60(TB): 32

O=C1c2ccccc2C(=O)c2c1c(C(=O)c1ccc(Cl)cc1)n1c2ccc2c3ccccc3ccc21
- HL-60(TB): 109

CCCCCCCCCCCCCCCCCN
- HL-60(TB): 96

Cc1ccccc1[C@H]1C(C(=O)c2ccc(Cl)cc2)C2(N[C@@H]1c1ccccc1)C(=O)Nc1ccccc12 (stereo partly drawn)
- HL-60(TB): -18*

Cc1cc2c(-c3nc4ccccn4c3Nc3cccc4ccccc34)c(O)c(O)cc2c(O)c1-c1c(C)cc2c(-c3nc4ccccn4c3Nc3cccc4ccccc34)c(O)c(O)cc2c1O
- HL-60(TB): 29

CCOC(=O)c1sc(NC(=O)COc2ccc(/C=C3\Cc4ccc(Cl)cc4C3=O)cc2)nc1C
- HL-60(TB): 98

CC(=O)OC(C)CN(CC(C)OC(C)=O)C(=O)C(C)OC(C)=O (stereo not drawn)
- HL-60(TB): 30

Cc1cc(C)c(O)c(C)c1
- HL-60(TB): 100

CCCCNC(=O)Nc1ccc(S(=O)(=O)Nc2nc(C)cc(C)n2)cc1
- HL-60(TB): 100

O=C(c1nc2ccccc2[nH]1)C1C(c2ccco2)C2CSCN2[C@@]12C(=O)Nc1ccccc12 (stereo partly drawn)
- HL-60(TB): 98

CCCc1nc(C(C)(C)O)c(C(=O)OCc2oc(=O)oc2C)n1Cc1ccc(-c2ccccc2-c2nn[nH]n2)cc1
- HL-60(TB): 106

NC(=O)N1N=C(c2ccc(F)cc2)CC1c1cn(-c2ccccc2)nc1-c1ccc(Cl)cc1 (stereo not drawn)
- HL-60(TB): 89

CC(C)C1C2=C(NCCN1C(=O)c1cccnc1)C(C)(C)N(Cc1ccccc1)C2=O (stereo not drawn)
- HL-60(TB): 99

CCCN(CCC)C(=O)[C@H](CC)[C@@H]1CC[C@@H](C)[C@@H]([C@H](C)[C@@H](O)[C@@H](C)C(=O)[C@H](CC)C2O[C@]3(C=C[C@@H](O)[C@]4(CC[C@@](C)([C@H]5CC[C@](O)(CC)[C@H](C)O5)O4)O3)[C@H](C)C[C@@H]2C)O1 (stereo partly drawn)
- HL-60(TB): -48*

Brc1ccc2[nH]cc(-c3nn4cc(-c5ccccc5)nc4s3)c2c1
- HL-60(TB): 77

O=C1NC(=Nc2ccc(S(=O)(=O)Nc3ncccn3)cc2)S/C1=C\c1coc2ccccc2c1=O
- HL-60(TB): 104

c1ccc(C(CC2=NCCCN2)c2ccccc2)cc1
- HL-60(TB): 71

CN1CCO/C1=C(/NC(=O)c1ccccc1)[P+](c1ccccc1)(c1ccccc1)c1ccccc1
- HL-60(TB): 55

O=[N+]([O-])c1cccc(SSc2cccc([N+](=O)[O-])c2)c1
- HL-60(TB): 94

CCOC(=O)/C(C#N)=C1/NNC(=Nc2ccccc2)S1
- HL-60(TB): 107

CCCn1cnc2c(=O)[nH]c(N)nc21
- HL-60(TB): 101
